Fibroblast inh = antiproliferative effect on LL 47 fibroblasts – human, LL 47 cells, CellTiter-Glo luminescence, primary screen | LL 47 human lung fibroblast viability, ATP luminescence; stronger effect = lower value | viability, % at 10 µM | 1.1% of 85,000 active;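 active means viability at or below 50% in the single dose screen; inactive means viability above 50%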;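 further: compound exposure lasted 72 h before the ATP readout; 100% = median luminescence of untreated cell-only wells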
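test system = LL 47 human lung fibroblasts | amount = 1,150 fibroblasts seeded per well | medium = 15% FBS in IMEM | times = overnight cell rest, 72 h compound treatment at 37 °C | measured by = CellTiter-Glo luminescence measuring cellular ATP | read-out = viability percentage against median untreated-cell control | benchmarks = cell-only wells, no compound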
HUVEC tox TNFa = cytotoxicity in TNFa-stimulated HUVEC, primary screen, cytotoxicity control for VCAM1 expression modulator project, imaging, Hoechst nuclei count; HUVEC TNFalpha-stimulated, Hoechst cell count; cell count reduction, % at 2 µM; 0.17% of 93,000 active; AID 848, 2007;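 active means cell count reduction exceeding the screen mean by over 5 SD, scaled to untreated wells per plate, cut at about 78% in these data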;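 further: cells counted after 24 h of TNF alpha exposure following the 1 h pretreatment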
HUVEC inhibit = inhibitors of HUVEC proliferation, primary screen, cell-based, 384-well. CellTiter-Glo luminescence, 72 h; stronger effect = lower value. viability, % at 10 µM (by protocol). 1.1% of 86,000 active. AID 648, 2007;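 active means viability at or below 30%; inactive means viability above 30%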;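 further: 100% = median luminescence of DMSO-only cell control wells on each plate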
VCAM1 TNFa inh = inhibitors of TNFa-induced VCAM1 expression, primary screen, imaging, HUVEC, TNFa stimulus, immunofluorescence; HUVEC TNFa-induced VCAM-1 immunofluorescence, high-content imaging; inhibition, % at 2 µM; 0.48% of 95,000 active; AID 802, 2007;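 active means inhibition above the batch mean plus 3 SD, with images confirmed as a hit by eye, cut at about 37% in these data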;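 further: 0% = TNF-stimulated DMSO wells and 100% = unstimulated control wells; not every result past the cut was called active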
H69AR growth 86K = proliferation blockers of H69AR lung cancer cells, primary screen, cell-based, human, 86K library. viability, % at 10 µM. H69AR lung tumor viability, ATP luminescence, 72 h; stronger effect = lower value. 6% of 85,000 active;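 active means viability at or below 40%; inactive means viability above 40%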;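 further: multidrug resistant small cell line overexpressing MRP-1 efflux transporter; 100% = mean luminescence of untreated control wells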
HUVEC tox IL1B = cytotoxicity in IL-1B stimulated HUVEC, primary screen, cytotoxicity control for IL-1B NFkB translocation project, imaging, Hoechst nuclear count, IL-1B stimulus; cell count reduction, % at 2 µM; HUVEC cell count loss; 0.41% of 94,000 active;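 active means cell count reduction more than 3 SD above the screen-wide mean, cut at about 70% in these data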;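 further: normalized per plate to untreated control cells as the no-loss baseline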
PTK2B oligo ant = antagonists of Pyk2 self-association, primary screen, Q293 cells, FERM NanoBiT luminescence, HTS; 0.83% of 99,000 active; z-score (the deposit names both 25 µM and 10 µM); stronger effect = lower value;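 active means Z-score of -3 or lower, scaled per plate to the spread of control and sample wells; inactive means z-score above -3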;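 further: negative z-score means lost luminescence so less FERM oligomerization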
Target sequence (Q14289 whole entry, looked up): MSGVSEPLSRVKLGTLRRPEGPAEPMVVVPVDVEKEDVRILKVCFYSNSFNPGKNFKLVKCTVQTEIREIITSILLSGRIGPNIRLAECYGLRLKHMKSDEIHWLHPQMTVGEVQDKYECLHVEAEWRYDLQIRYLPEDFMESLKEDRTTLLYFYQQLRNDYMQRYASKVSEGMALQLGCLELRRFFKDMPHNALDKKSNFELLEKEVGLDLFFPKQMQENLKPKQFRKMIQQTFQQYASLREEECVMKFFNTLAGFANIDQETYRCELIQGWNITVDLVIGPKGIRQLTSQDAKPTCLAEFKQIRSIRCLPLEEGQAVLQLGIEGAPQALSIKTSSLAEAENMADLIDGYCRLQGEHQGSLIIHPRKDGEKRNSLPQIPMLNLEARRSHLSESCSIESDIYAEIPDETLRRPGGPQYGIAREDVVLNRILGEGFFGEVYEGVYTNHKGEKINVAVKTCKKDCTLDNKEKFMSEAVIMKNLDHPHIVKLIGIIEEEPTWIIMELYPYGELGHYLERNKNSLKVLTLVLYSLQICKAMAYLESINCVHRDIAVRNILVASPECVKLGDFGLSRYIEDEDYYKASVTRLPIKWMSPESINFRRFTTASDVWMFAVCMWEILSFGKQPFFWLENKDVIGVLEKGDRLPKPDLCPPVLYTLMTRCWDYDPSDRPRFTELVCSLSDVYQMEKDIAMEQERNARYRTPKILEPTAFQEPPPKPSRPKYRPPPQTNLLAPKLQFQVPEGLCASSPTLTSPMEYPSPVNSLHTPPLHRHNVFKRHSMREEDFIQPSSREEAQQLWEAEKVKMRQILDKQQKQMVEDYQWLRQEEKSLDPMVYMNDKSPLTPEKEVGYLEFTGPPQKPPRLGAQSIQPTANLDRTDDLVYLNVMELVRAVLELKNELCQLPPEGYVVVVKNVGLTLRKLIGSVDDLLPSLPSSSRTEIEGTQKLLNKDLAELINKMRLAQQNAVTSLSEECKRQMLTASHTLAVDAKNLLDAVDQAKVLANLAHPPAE
F-actin modifier = modifiers of F-actin cytoskeleton organization, primary screen, imaging, HUVEC, phalloidin staining, high-content imaging; HUVEC TNFa F-actin phalloidin imaging; inhibition, % at 2 µM; 0.18% of 91,000 active; AID 836, 2007;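 active means inhibition above the batch mean plus 3 SD and confirmed as a hit by visual image inspection, cut at about 30% in these data, passing the limit was not always enough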; further: strong numbers were not always called active
Smad3 inh = Smad3/FoxH1 peptide binding inhibitors, primary screen, biochemical, TR-FRET; 0.29% of 88,000 active; inhibition, % at 25 µM; AID 630, 2007; Mothers against decapentaplegic homolog 3 (Homo sapiens), P84022; TR-FRET Smad3/Dy647-FoxH1 peptide binding, europium anti-His;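 active means compounds that reduce the energy-transfer binding signal between the protein and its labelled peptide by more than half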;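 further: 0% = Smad3 plus labelled peptide maximal FRET and 100% = peptide-only background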
* marks the source's active call; other numbers are inactive results; · = not tested or not shown; [ ] = remark or other dose.

SMILES	Fibroblast inh	HUVEC tox TNFa	HUVEC inhibit	VCAM1 TNFa inh	H69AR growth 86K	HUVEC tox IL1B	PTK2B oligo ant	F-actin modifier	Smad3 inh
C=CCn1c(Cc2csc(N)n2)nnc1SCC(=O)OCC	99	·	98	-43	105	12	0.23	-6	7
COc1ccc(CCN(C)C(=O)CSc2nccn2C)cc1OC	106	-8	109	23	94	-88	0.52	-5	-7
CC(C)C1C(C#N)=C(N)Oc2n[nH]c(-c3ccc4ccccc4c3)c21 (stereo not drawn)	62	-13	40	6	16*	-79	-2.2	8	-3
Cc1oc(-c2cccs2)nc1CS(=O)CC(=O)NCCc1ccccc1 (stereo not drawn)	96	-23	95	13	88	-3	·	2	-2
Clc1ccc(CN=C2Nc3ccccc3CS2)cc1	·	-11	·	10	·	13	-0.28	8	·
c1ccc2sc(-c3ccc4c(c3)OCO4)nc2c1	61	-7	70	15	68	-13	0.41	-45	11
CCC(C)NC(=O)c1cc2cc3ccc(OC)cc3nc2s1 (stereo not drawn)	96	-5	74	-17	74	0	-1.9	·	8
COC(=O)/C(=C\Nc1ccccc1N)c1ncc(C(F)(F)F)cc1Cl	96	-14	99	-9	85	-7	-0.84	-22	-6
CC(C)C1=NN(C(=O)c2ccccc2)C(O)(C(C)(C)C)C1 (stereo not drawn)	·	-12	·	12	·	11	2.1	18	·
Cn1c(C(C(=O)NCC2CCCO2)N(C(=O)Cn2nnc3ccccc32)C2CCCCC2)nc2ccccc21 (stereo not drawn)	·	-18	·	2	·	-19	0.04	18	·
COc1ccc(N(CC(=O)Nc2cc(C)ccc2OC)S(=O)(=O)c2c(C)noc2C)cc1	82	-31	59	14	13*	-34	-2	7	10[fluorescence artefact?]
Cn1c(N)c(C(=O)NCc2ccccc2)sc1=S	101	·	98	·	91	·	0.46	·	16
COc1ccc(CCNC(=O)C(=O)Nc2nccs2)cc1OC	·	-9	·	10	·	-32	1.7	-21	·
Cc1cc2c(c(SCC(=O)N(C)c3ccccc3)n1)C(=O)OC2	105	-47	96	-22	96	-94	-0.78	·	4
O=C(Cc1ccc(-n2c(=O)[nH]c3ccccc3c2=O)cc1)N1CCN(c2cccc(Cl)c2)CC1	94	-8	74	1	89	-16	0.14	11	-3
COc1ccccc1C1=NOC(COC(=O)c2ccc3ccccc3n2)C1 (stereo not drawn)	·	1	·	4	·	-20	0.04	4	·
CCCCNC(=O)Cn1c(=O)oc2cc(S(=O)(=O)N3CC(C)CC(C)C3)ccc21 (stereo not drawn)	99	-17	108	3	100	-3	·	-14	-2
Cc1cccnc1NC1OC(=O)c2ccccc21 (stereo not drawn)	100	-18	84	-10	100	13	1.6	6	-15
Cc1ccc(S(=O)(=O)Cc2cccc(C(=O)N3CCOCC3)c2)cc1	100	-19	100	-8	107	6	-0.14	11	-9
O=C(O)C1C2C=CC(C2)C1C(=O)NCc1cccnc1 (stereo not drawn)	98	10	97	-1	92	-5	-0.18	-6	-5
Cc1cc(=O)oc2c3c4c(cc12)OCCN4CCC3	90	-18	88	-2	68	-4	0.08	3	4
COc1ccc(C/C(N)=N/OC(=O)Cc2ccccc2)cc1OC	·	-4	·	18	·	-63	0.22	-19	·
CCOC(=O)c1c(C)nc2sc3c(=O)n(-c4ccc(C(C)=O)cc4)cnc3c2c1-c1ccc(Cl)cc1	·	-4	·	-5	·	-11	-0.83	-1	·
COc1ccc(C(=O)CC(=O)O)c2c1C=CC(C)(C)O2	·	-11	·	-3	·	-12	-0.26	5	·
CN1C(=O)/C(=C2\SC(=S)N(CC3CCCO3)C2=O)c2ccccc21 (stereo not drawn)	92	-35	83	7	93	0	·	16	-6
Following part
SMILES	Fibroblast inh	HUVEC tox TNFa	HUVEC inhibit	VCAM1 TNFa inh	H69AR growth 86K	HUVEC tox IL1B	PTK2B oligo ant	F-actin modifier	Smad3 inh
CCOCCCNC(=O)CCNC(=O)c1cc(OC)c(OC)c(OC)c1	98	-16	101	9	94	-3	0.14	24	-6
CCn1c(SCc2ccc(C#N)cc2)nnc1-c1cccc(Cl)c1	102	-26	105	-18	88	-4	0.13	-3	1
O=C(CC1CCCCC1)Nc1c2c(nn1-c1ccc(F)cc1)CS(=O)(=O)C2	103	-10	80	0	93	-23	0.7	-7	1
O=C(NCc1ccccc1)C1CCN(C(=O)NCc2ccccc2)CC1	103	·	101	·	107	·	0	·	0
Cc1cc(C)c(C(=O)c2ccc(C(=O)NC(C)(C)C)cc2)c(C)c1	96	6	90	17	99	15	0.4	-14	8
CCn1cc(C(=O)Nc2ccccc2C(=O)OC)c(=O)c2ccc(C)nc21	102	·	103	·	92	·	·	·	1
NC(=S)Nc1nc2ccccc2[nH]c1=O	96	3	86	6	79	-22	·	11	13
CCN(CC)S(=O)(=O)c1cccc(S(=O)(=O)c2cccc(S(=O)(=O)N(CC)CC)c2)c1	84	-28	74	6	68	-15	0.75	-9	-5
O=c1ccn(-c2cccc(C(F)(F)F)c2)nc1-c1ccn(-c2ccccc2)n1	·	-21	·	3	·	7	1.1	44	·
CCC(=O)N1CCc2cc(S(=O)(=O)CCC(=O)NCCc3ccc(OC)c(OC)c3)ccc21	·	-1	93	0	95	-6	0.7	1	10
CCOC(=O)C(C)Sc1nc2c(cnn2-c2ccc(C)cc2)c(=O)[nH]1 (stereo not drawn)	90	-4	58	7	19*	22	-2.2	-8	-1
COc1ccc(CC(=O)N2CCC(Nc3nc4ccccc4n3Cc3ccc(F)cc3)CC2)cc1	89	-22	71	12	21*	-24	-0.47	10	-6
COc1ccc2c(c1)n([O-])c1c([n+]2=O)CCC1	118	·	91	·	97	·	·	·	-4
COc1ccccc1OCc1nc2c3c(-c4ccccc4)c(-c4ccccc4)oc3ncn2n1	85	-4	94	10	25*	8	·	-6	10
CS(=O)(=O)N1CCN(C(=O)c2csc3ccccc23)CC1	101	-6	94	2	102	-40	0.64	-3	-19
Cc1ccc(NC(=O)CCN2CCc3ccccc3C2)cc1	94	-4	103	9	79	6	1.1	-11	3
CCCS(=O)(=O)N1CCN(C(=O)c2cccc(OC)c2)CC1	101	-22	110	9	100	-30	-0.58	28	5
CN1CCN(S(=O)(=O)c2cccc(C(=O)Nc3sc4c(c3C(N)=O)CCCC4)c2)CC1	100	·	94	·	64	·	-1.1	·	12
COc1ccc(CCn2c(N)c(C#N)c3nc4ccccc4nc32)cc1OC	114	·	99	·	81	4	-1.6	·	-4
CCCn1nnc(NC(=O)COc2ccccc2Cl)n1	101	-10	106	15	94	-7	0.32	18	-3
CN(C)c1ccnc2sc3c(=O)n(-c4ccccc4)cnc3c12	98	2	84	0	79	-187	0.1	-4	-8
Cc1ccc(C(CC(=O)NCc2ccco2)c2ccc(OC(C)C)cc2)cc1 (stereo not drawn)	95	17	106	-5	89	·	-3	-29	-12
C=CCSc1nc(Oc2ccccc2)c2sccc2n1	·	-38	·	-18	·	8	-0.28	13	·
Cc1cccc(N(CC(=O)Nc2ccc(F)cc2)S(C)(=O)=O)c1	93	14	95	22	89	-45	-0.71	-8	9
O=C(NC1=NCCS1)c1cccc(S(=O)(=O)N2CCCCC2)c1	100	-8	87	-9	84	-4	·	9	-4
(continued)
SMILES	Fibroblast inh	HUVEC tox TNFa	HUVEC inhibit	VCAM1 TNFa inh	H69AR growth 86K	HUVEC tox IL1B	PTK2B oligo ant	F-actin modifier	Smad3 inh
C=CCNC(=O)c1ccccc1NS(=O)(=O)c1ccccc1	100	-16	93	12	85	4	-0.51	16	-4
OC(COc1ccc(OCC(O)CN2CCCCCC2)cc1)CN1CCCCCC1 (stereo not drawn)	87	32	87	-16	88	-10	0.86	-31	6
O=C(N/C=N/OCc1ccc(Cl)cc1Cl)NOCc1ncc(C(F)(F)F)cc1Cl	88	-2	61	10	89	-18	-0.02	-6	0
O=C(N/N=C/c1ccc(F)cc1)c1ccc(Br)cc1	·	-9	·	5	·	10	3	18	·
Cc1nn(C)c(C)c1S(=O)(=O)N(CC(=O)N1CCc2ccccc2C1)c1ccc(C(C)C)cc1	98	-22	94	6	76	-3	·	10	8
COc1ccc(OC)c(S(=O)(=O)Nc2cccc(C(C)=O)c2)c1	92	·	97	-9	68	-32	1.5	0	-3
CCOC(=O)c1c(-c2ccc(F)cc2)cn2ccccc12	·	2	·	14	·	3	-0.29	-16	·
CCOc1ccc(-n2c(-c3ccco3)n[nH]c2=S)cc1	99	6	94	14	96	-6	-0.68	45	0
FCCCOc1ccc(/C=N/OCc2ccc(Cl)cc2)cc1	·	-27	·	-14	·	-51	0.06	5	·
O=C(NCc1ccc2c(c1)OCO2)C1CCCN(S(=O)(=O)c2cccc3cccnc23)C1 (stereo not drawn)	98	5	107	2	81	-9	·	4	1
COCCNCC(=O)NCC12CC3CC(CC(C3)C1)C2	97	-3	85	-7	91	-11	0.99	-5	-1
COc1ccc([N+](=O)[O-])cc1/C=N/NC(=O)/C(=C\c1cccs1)NC(=O)c1ccccc1	·	-2	·	4	·	0	-0.33	-19	·
O=C(COc1ccc(F)cc1)c1ccc2c(c1)CCCC2	·	-19	·	1	·	-34	-0.45	13	·
CCN(CC)c1ccc(C2C(C(C)=O)C(=O)CC(C)(O)C2C(C)=O)cc1 (stereo not drawn)	93	-31	95	2	92	-34	-0.15	20	12
O=S(=O)(c1ccc2c(c1)C(=NO)c1cc(S(=O)(=O)N3CCCCC3)ccc1-2)N1CCCCC1	1.6*	90*	1.6*	100*	0.4*	-7	-2.6	60*	-9
CNC(=O)c1c(C)nc(SCC(=O)NCc2ccc(OC)cc2)c(C#N)c1-c1ccco1	·	4	94	1	95	8	0.82	-6	-7
CN(c1ccc(C(=O)N2CCCCC2)cc1)S(C)(=O)=O	98	-5	108	9	102	12	0.93	0	5
C=CCn1c(SCCOc2ccccc2)nnc1C(C)NC(=O)c1ccccc1 (stereo not drawn)	104	-21	99	2	85	-9	-1.1	4	-7
CC1CCN(S(=O)(=O)c2ccc3c(c2)CCN3C(=O)CCC(=O)O)CC1	103	-38	90	16	91	-6	0.31	8	10
CCN(CC)C(=O)CSc1nnc(-c2ccccc2)n1-c1ccccc1	97	-35	96	4	84	-42	-0.83	18	1
O=C(NC(=S)NC1CCSC1=O)c1ccccc1Cl (stereo not drawn)	·	-16	·	26	·	-15	1.8	17	·
COC(=O)c1ccccc1OCC(=O)N1CCN(c2ccc(OC)cc2)CC1	·	1	·	6	·	-32	0.41	8	·
CC(NC(=O)Nc1ccccc1C(F)(F)F)C1CCCO1 (stereo not drawn)	103	-36	99	-6	100	-24	0.26	-14	3
C(=N\N1CCN(C2c3ccccc3-c3ccccc32)CC1)/c1cccnc1	·	-20	·	-20	·	-21	-1.9	3	·

Compound activity as filed in PubChem.

Some of the compounds tested, so the mix of outcomes need not match the whole.
